Yeast lifespan up: extends the lifespan of yeast; inhibition of the nicotinamide effect, % at 10 µM; 130,000 compounds, 0.68% hits; S. cerevisiae growth with nicotinamide, OD615; deaD strain in restrictive glucose medium;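 active means inhibition above a set limit, placed 3 SD over the median of all compounds, cut at about 26% in these data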;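 further: 0% = nicotinamide-treated wells and 100% = cells grown without nicotinamide; some compounds called inactive have numbers as strong as hits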
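System: Modified budding yeast, DeaD strain | Buffer or medium: Restrictive glucose medium | Also added: 1.5 mM nicotinamide | Doses: 10 µM single point, 0.25% DMSO | Schedule: 48 h compound exposure at 30 °C, humidified | Detection: Absorbance at 615 nm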
GALR2 blocker: blocks the human galanin receptor 2; GALR2-expressing cells, antagonist mode; inhibition, % at 4 µM; 140,000 compounds, 0.39% hits; O43603; in the data active means inhibition above about 27%;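 further: cells stimulated with galanin 1-16 at roughly its EC80; 0% = agonist challenge control and 100% = basal control without agonist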
Target sequence (O43603 whole entry, looked up): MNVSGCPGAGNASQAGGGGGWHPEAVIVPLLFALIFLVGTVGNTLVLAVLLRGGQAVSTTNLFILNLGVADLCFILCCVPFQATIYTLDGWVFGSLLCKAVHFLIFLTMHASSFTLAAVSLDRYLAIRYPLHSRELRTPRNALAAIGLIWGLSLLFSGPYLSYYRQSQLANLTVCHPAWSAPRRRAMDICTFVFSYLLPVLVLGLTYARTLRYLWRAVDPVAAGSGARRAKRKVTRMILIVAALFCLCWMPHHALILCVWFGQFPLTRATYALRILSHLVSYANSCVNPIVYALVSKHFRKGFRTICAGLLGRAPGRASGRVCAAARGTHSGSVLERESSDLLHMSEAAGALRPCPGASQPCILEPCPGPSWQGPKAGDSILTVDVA
E-sel TNF inh: TNF alpha driven E-selectin expression inhibition; HUVEC TNFa-induced E-selectin immunofluorescence, high content; inhibition, % at 2 µM; 120,000 compounds, 0.71% hits;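 active means inhibition above the batch mean plus 3 SD, and confirmed as a hit on visual image review, cut at about 43% in these data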;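 further: 0% = TNF-stimulated DMSO wells and 100% = unstimulated control wells; not every result past the cut was called active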
MRP-1 activ: activators of MRP-1 | AID 799 | H69AR cells + doxorubicin, viability rescue, CellTiter-Glo | viability increase, % at 10 µM | 140,000 compounds, 0.61% hits;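 active means viability gain under doxorubicin at or above a set limit, the compound median plus 3 SD, cut at about 4.7% in these data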;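 further: MRP-1 overexpressing cells given doxorubicin 25 µM after compound pretreatment; 18-22 h compound pretreatment then 72 h with doxorubicin before readout; 0% = doxorubicin-only wells and 100% = vehicle-treated cells without doxorubicin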
NPY-Y2 antag: blocks the human neuropeptide Y Y2 receptor; P49146; NPY-Y2 expressing cells, antagonist mode; inhibition, % at 2.7 µM; 140,000 compounds, 0.99% hits; AID 793; in the data active means inhibition above about 17%;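 further: 0% = vehicle with agonist challenge and 100% = reference antagonist with challenge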
Target sequence (P49146 whole entry, looked up): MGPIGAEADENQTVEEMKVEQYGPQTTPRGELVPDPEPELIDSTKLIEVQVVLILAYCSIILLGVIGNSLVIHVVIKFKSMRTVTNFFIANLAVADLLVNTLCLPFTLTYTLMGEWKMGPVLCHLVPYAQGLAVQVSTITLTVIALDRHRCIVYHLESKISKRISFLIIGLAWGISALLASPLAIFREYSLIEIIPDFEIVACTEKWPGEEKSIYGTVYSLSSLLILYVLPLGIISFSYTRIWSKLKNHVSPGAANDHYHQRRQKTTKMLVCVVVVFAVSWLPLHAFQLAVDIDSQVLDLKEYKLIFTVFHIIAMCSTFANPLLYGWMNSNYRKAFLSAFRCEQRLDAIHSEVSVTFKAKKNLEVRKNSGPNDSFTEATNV
PTEN del growth: suppresses growth of cells with PTEN deletion. HCT116 PTEN-null viability, CellTiter-Glo, 60 h; hits give low values. 140,000 compounds, 1.2% hits. viability, % at 10 µM;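 active means viability at or below a set limit, 4 SD under the median of all tested compounds, cut at about 3.7% in these data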;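 further: PTEN knockout HCT116 line with beta catenin targeted HCT116 as companion control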
Phagocyt inh: blocks phagocytosis by macrophages. 110,000 compounds, 0.07% hits. J774A.1 macrophage IgG-bead phagocytosis, imaging. inhibition, % at 5 µM;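 active means inhibition above the mean of the plate negative controls plus 5 SD, cut at about 13% in these data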;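 further: phagocytic index as fraction of beads internalized from green versus red external bead signal; plate controls were DMSO negative control for no effect and cytochalasin-D positive control for full effect; some results beyond the cut were filed as inactive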
Measles CPE: protection of cells from measles virus; protection (pct of control), % at 4 µM; Measles virus-infected cells, CPE protection, absorbance; 140,000 compounds, 1.5% hits; in the data active means protection mostly above about 24%, no sharp cut-off; inactive means mostly below about 26%; further: some compounds called inactive have numbers as strong as hits
bCat KO growth: beta-catenin-lacking colon tumor cell growth suppression. HCT116 beta-catenin knockout viability, CellTiter-Glo, 60 h; hits give low values. viability, % at 10 µM. 140,000 compounds, 1.5% hits;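 active means viability at or under a set limit, the compound median less 4 SD, cut at about 6% in these data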;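 further: 0% = Hyamine 1622 control at 20 µM and 100% = untreated cell control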
BB579 growth dn: reduces growth of yeast BB579 in restrictive medium; 140,000 compounds, 0.51% hits; S. cerevisiae BB579 growth, OD615, 48 h; AID 804; inhibition, % at 10 µM;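 active means inhibition above a set limit, 3 SD over the mean compound inhibition, cut at about 44% in these data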; further: inactives centre near -24
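controls = amphotericin B 10 µg/mL, positive | assay system = DeaD yeast strain BB579 | schedule = 48 h compound exposure at 30 °C after 4 h preincubation | detection = OD615 turbidity measurement | medium = restrictive CSMM-D medium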
The depositor's hits bear a star; . = not tested or not shown.

Start of the listing, in advance (13 entries):
SMILES	Yeast lifespan up	GALR2 blocker	E-sel TNF inh	MRP-1 activ	NPY-Y2 antag	PTEN del growth	Phagocyt inh	Measles CPE	bCat KO growth	BB579 growth dn
COc1ccc(CNC(=O)C2CSCCS2)cc1 (stereo not given)	-5	1	9	-1.2	3	95	6	12	96	-38
C=CCn1c(SCC(=O)N2CCN(C(=O)c3ccco3)CC2)nc2sc(CC)cc2c1=O	-9	-16	-15	-1.5	2	87	1	13	94	-21
N#CN=C1CCCCCN1CC(N)=O	-22	7	27	-1.4	0	107	0	32	98	5
Nc1nc(CN2CCN(Cc3ccc4c(c3)OCO4)CC2)nc(Nc2ccccc2)n1	1	8	-6	-1.3	0	89	0	3	83	-19
O=C(COc1ccc2ccccc2c1)N1CCN(C(=O)c2cccnc2)CC1	-13	-6	-2	-1.9	1	98	.	5	96	-18
CCOC(=O)C1=C(C)Nc2ccc(C)cc2S1	-9	1	-16	-3.4	0	85	0	0	79	-4
Cc1cc(NC(=O)CCCSc2nc(-c3ccco3)cc(C(F)(F)F)n2)n(-c2ccccc2)n1	.	-5	20	-5.4	8	67	.	13	71	-20
O=C(Nc1cccc2ncccc12)c1ccc2c(c1)OCCO2	-7	2	-22	-0.3	3	89	-2	16	92	-69
CNc1ccncc1S(=O)(=O)NC	2	-2	.	0.6	5	101	2	13	101	3
Cc1ccc(OCC(O)Cn2c3ccccc3c3ccccc32)cc1 (stereo not given)	-17	-1	-5	-5.6	0	58	0	8	66	-60
O=C(Nc1ccc(O)cc1C(=O)O)c1ccc2c(c1)C(=O)N(Cc1ccco1)C2=O	-13	7	-28	-1.1	3	89	1	19	95	-40
COc1ccccc1C(=O)N1CCNC(=O)C1CC(=O)Nc1ccc(Cl)cc1 (stereo not given)	-15	-3	9	-1.1	-2	94	-1	6	116	-4
O=C(OC1C2CCC1C1CN(CCc3ccccc3)CC12)c1ccccc1 (stereo not given)	8	9	6	-3.4	42*	82	-4	3	87	-41

The listing, repeating the preview:
SMILES	Yeast lifespan up	GALR2 blocker	E-sel TNF inh	MRP-1 activ	NPY-Y2 antag	PTEN del growth	Phagocyt inh	Measles CPE	bCat KO growth	BB579 growth dn
COc1ccc(CNC(=O)C2CSCCS2)cc1 (stereo not given)	-5	1	9	-1.2	3	95	6	12	96	-38
C=CCn1c(SCC(=O)N2CCN(C(=O)c3ccco3)CC2)nc2sc(CC)cc2c1=O	-9	-16	-15	-1.5	2	87	1	13	94	-21
N#CN=C1CCCCCN1CC(N)=O	-22	7	27	-1.4	0	107	0	32	98	5
Nc1nc(CN2CCN(Cc3ccc4c(c3)OCO4)CC2)nc(Nc2ccccc2)n1	1	8	-6	-1.3	0	89	0	3	83	-19
O=C(COc1ccc2ccccc2c1)N1CCN(C(=O)c2cccnc2)CC1	-13	-6	-2	-1.9	1	98	.	5	96	-18
CCOC(=O)C1=C(C)Nc2ccc(C)cc2S1	-9	1	-16	-3.4	0	85	0	0	79	-4
Cc1cc(NC(=O)CCCSc2nc(-c3ccco3)cc(C(F)(F)F)n2)n(-c2ccccc2)n1	.	-5	20	-5.4	8	67	.	13	71	-20
O=C(Nc1cccc2ncccc12)c1ccc2c(c1)OCCO2	-7	2	-22	-0.3	3	89	-2	16	92	-69
CNc1ccncc1S(=O)(=O)NC	2	-2	.	0.6	5	101	2	13	101	3
Cc1ccc(OCC(O)Cn2c3ccccc3c3ccccc32)cc1 (stereo not given)	-17	-1	-5	-5.6	0	58	0	8	66	-60
O=C(Nc1ccc(O)cc1C(=O)O)c1ccc2c(c1)C(=O)N(Cc1ccco1)C2=O	-13	7	-28	-1.1	3	89	1	19	95	-40
COc1ccccc1C(=O)N1CCNC(=O)C1CC(=O)Nc1ccc(Cl)cc1 (stereo not given)	-15	-3	9	-1.1	-2	94	-1	6	116	-4
O=C(OC1C2CCC1C1CN(CCc3ccccc3)CC12)c1ccccc1 (stereo not given)	8	9	6	-3.4	42*	82	-4	3	87	-41
CCCNC(=O)Nc1cc(OCC)c(N2CCOCC2)cc1OCC	-7	3	-42	-1.4	2	96	2	3	89	-29
COc1ccccc1-c1csc(NC(=O)c2cc(-c3cccs3)nc3ccccc23)n1	5	6	.	2.1	3	96	.	19	95	-45
CC1(C)CC(=O)c2sc(N)nc2C1	3	-7	15	-1.3	0	92	-1	17	103	-24
Cc1ccc(S(=O)(=O)N2CCN(S(=O)(=O)c3ccc(C)cc3)C2c2ccccc2)cc1	-2	3	16	-3.0	6	66	0	6	72	-19
CSc1ccccc1C(=O)NCCSC(C)(C)C	-13	4	-1	-1.0	2	87	-2	16	91	-49
COc1ccc(CCNC(=O)Cc2cc(OC)c(OC)cc2[N+](=O)[O-])cc1OC	-15	4	-17	-0.5	0	106	3	5	102	-18
Cc1c(Cl)cccc1NC(=O)Nc1ccn(C)n1	.	-13	.	-2.4	1	91	.	9	85	-17
CC(C)CC(=O)Nc1cccc(NC(=O)c2ccccc2Cl)c1	1	5	.	-0.1	3	95	-3	8	89	-47
Cc1cccc(N(C(=O)CNC(=O)c2ccco2)C(C(=O)NC2CCCC2)c2ccncc2)c1 (stereo not given)	.	20	0	-2.5	1	102	.	15	93	1
COc1ccc(C(C(=O)NC2CCCCC2)N(C(=O)Cc2c[nH]c3ccccc23)c2ccccc2)cc1OC (stereo not given)	-2	13	.	-3.3	0	63	.	12	63	-10
N=c1n(Cc2ccc(Cl)cc2)c2ccccc2n1CC(O)c1ccco1 (stereo not given)	-2	13	-2	-6.3	18*	26	0	10	20	-32
CCOc1ccc(-n2c(SCC)nc3c(c2=O)SCC3)cc1	-4	-1	-48	0.1	1	109	-3	12	102	-75
COc1ccc(CCNC(=O)CS(=O)Cc2nc(-c3cccs3)oc2C)cc1OC (stereo not given)	-32	-7	-16	-3.5	0	107	3	11	97	-19
CCOC(=O)Nc1ccc2c(c1)N(C(=O)CN(CC)CC)c1ccccc1C=C2	-11	11	-3	-3.1	1	83	0	4	96	-54
COc1cc(-c2nnc(CSc3nnc(N)s3)o2)cc(OC)c1OC	-5	-5	15	-3.0	4	93	-4	10	92	-9
CN(C(=O)Cc1c[nH]c2ccccc12)C(C(=O)Nc1ccc2c(c1)OCO2)c1ccccc1 (stereo not given)	2	12	.	-3.0	2	65	0	24	72	-40
O=C(O)CSc1nnc(-c2cc3ccccc3o2)n1-c1ccccc1	-14	0	-58	-1.4	0	88	.	10	94	-32
COc1cccc(CNCCc2c[nH]c3ccccc23)c1OCc1ccccc1	-5	5	.	-6.2	24*	8	12	6	5.1*	-16
CC1(C)NC(=O)N(CCOCCSc2ccccc2)C1=O	-8	2	-8	-0.8	-1	98	-2	6	96	1
COc1ccc(C2N=C(c3ccccc3)NC(c3ccccc3)=N2)cc1	.	-6	-8	-0.8	4	84	.	15	87	-33
Cc1sc(NC(=O)Cn2nc(C(F)(F)F)cc2C)c(C(=O)OC(C)C)c1C	-16	1	19	-0.7	4	96	.	16	87	-13
CC(=O)N1c2ccccc2N(Cc2ccc(C)cc2C)C(=O)C1(C)C	-9	.	.	-4.6	.	12	0	8	12	-6
Cc1cc(=O)[nH]c(SCC(N)=O)c1C#N	-14	0	-5	-3.1	2	87	1	8	91	-37
Cc1ccc(Nc2nc3ccccc3[nH]2)nc1	.	17	23	-3.1	2	73	.	14	64	-31
CCc1nc(NCCN)c(C#N)c2c1CSC(C)(C)C2	-11	-2	20	0.6	5	103	-1	11	91	-35
CCCCn1c(SCC(=O)N(CC)C2CCS(=O)(=O)C2)nnc1C(CC)N(C)C (stereo not given)	-9	12	.	-2.4	3	104	0	8	98	-30
CC(NC1CCCC1)C(=O)Nc1ccccc1-c1ccccc1 (stereo not given)	-19	9	12	-2.7	9	85	.	11	86	-12
Cc1c(N(C)C(=O)C2CCCN2S(=O)(=O)c2ccccc2)c(=O)n(-c2ccccc2)n1C (stereo not given)	-15	6	-39	-0.9	2	98	3	19	91	-25
COC(=O)c1ccccc1NC(=O)CN(C)S(=O)(=O)c1cc(C)ccc1OC	3	-8	16	0.3	7	91	4	22	97	-30
Cc1noc(C)c1C(=O)N1CCOCC1	-1	5	16	-0.9	-1	87	0	3	98	-18
Cc1noc(C)c1COC(=O)c1ccc(S(=O)(=O)NCc2ccco2)cc1	-9	11	3	-1.6	3	83	0	8	77	-48
CS(=O)(=O)N(CC(=O)NCC1CCCO1)Cc1ccc(Cl)cc1 (stereo not given)	0	9	4	0.1	0	94	0	20	100	-31
Cc1ccc(C)c(N(CC(=O)NCCSCc2ccco2)S(C)(=O)=O)c1	-6	12	63*	-1.5	0	98	2	6	92	-34
COc1ccc2oc(=O)c(C(=O)NCc3ccccn3)cc2c1	.	-3	-24	0.1	2	106	.	16	91	-31
COc1ccc2nc(SCC(=O)/C(C#N)=C(\C)N)[nH]c2c1	-9	0	-8	-0.5	0	99	-1	10	90	6
CCN(CC)CCCNC(=O)Cn1nc(-c2ccccc2)ccc1=O	-6	-3	-18	-0.1	0	96	2	12	100	-22
CS(=O)(=O)N(CC(=O)Nc1ccccc1C(=O)NCc1ccccc1)c1ccc2c(c1)OCCO2	-8	-13	.	-1.1	5	96	2	4	85	-42

2 compounds from above with just Measles CPE, MRP-1 activ and Yeast lifespan up:
smiles,Measles CPE,MRP-1 activ,Yeast lifespan up
COc1cc(-c2nnc(CSc3nnc(N)s3)o2)cc(OC)c1OC,10,-3.0,-5
C=CCn1c(SCC(=O)N2CCN(C(=O)c3ccco3)CC2)nc2sc(CC)cc2c1=O,13,-1.5,-9

The list goes on.
SMILES	Yeast lifespan up	GALR2 blocker	E-sel TNF inh	MRP-1 activ	NPY-Y2 antag	PTEN del growth	Phagocyt inh	Measles CPE	bCat KO growth	BB579 growth dn
O=C(CCCOc1ccccc1)Nc1nncs1	-31	0	-60	0.7	-1	85	-2	5	84	-2
Cc1c(N(C)C(=O)c2ccccc2F)c(=O)n(-c2ccccc2)n1C	-7	6	31	1.3	5	101	0	27	98	-20
COc1ccc(-c2[nH]ncc2/C=N\NS(=O)(=O)c2ccc(Cl)cc2)cc1	-4	-3	-12	-1.1	-1	79	0	9	97	-12
COc1cc(C=O)ccc1OCC(=O)N1CCOCC1	-11	-8	-8	-0.4	3	89	1	6	108	-13
CC(C)C(=O)NC(NC(=S)Nc1ccc(S(N)(=O)=O)cc1)C(Cl)(Cl)Cl (stereo not given)	0	3	.	-2.4	1	103	-2	24	97	-30
O=C(O)[C@H]1CCCC[C@H]1C(=O)Nc1cc([N+](=O)[O-])ccc1F	7	11	.	1.1	2	108	3	21	96	-32
CCOC(=O)Cc1ccc(NS(=O)(=O)c2ccc(SC)cc2)cc1	-9	3	-4	-1.8	-1	84	1	14	84	-15

High-throughput results: PubChem BioAssay, several laboratories
